Plk1 PBD FP: blocks phosphopeptide binding to human Plk1 polo box domain; P53350; Plk1 PBD phosphopeptide binding, fluorescence polarization; inhibition, %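 (tested at about 20 µM)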; 0.13% of 97,000 active; in the data active = inhibition above about 34%, passing the limit was not always enough
Target sequence (P53350 whole entry, looked up, the tested form may be a part): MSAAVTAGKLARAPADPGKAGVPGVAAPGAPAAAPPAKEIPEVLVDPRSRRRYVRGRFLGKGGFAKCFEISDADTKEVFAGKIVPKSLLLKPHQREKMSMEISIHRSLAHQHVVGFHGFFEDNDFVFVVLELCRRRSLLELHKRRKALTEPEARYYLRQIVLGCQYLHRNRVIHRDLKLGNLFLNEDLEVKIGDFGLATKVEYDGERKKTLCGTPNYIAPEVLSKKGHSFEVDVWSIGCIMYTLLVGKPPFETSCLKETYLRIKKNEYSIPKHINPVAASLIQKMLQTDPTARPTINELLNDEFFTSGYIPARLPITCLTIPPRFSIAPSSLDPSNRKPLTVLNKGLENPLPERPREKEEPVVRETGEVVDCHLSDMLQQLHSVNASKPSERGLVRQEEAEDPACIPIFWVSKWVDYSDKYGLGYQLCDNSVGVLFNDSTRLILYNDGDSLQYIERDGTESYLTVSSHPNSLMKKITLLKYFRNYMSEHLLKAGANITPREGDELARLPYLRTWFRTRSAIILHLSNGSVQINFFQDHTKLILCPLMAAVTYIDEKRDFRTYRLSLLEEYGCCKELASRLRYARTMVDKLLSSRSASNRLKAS
CYP2C9 inh: blocks human cytochrome P450 2C9. CYP2C9 Supersomes, luciferin-H conversion, luminescence. inhibition, % at 5 µM. AID 777. P11712. 20% of 96,000 active;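 active = blocking of liver enzyme CYP2C9 beyond about 50% at 5 µM, limit read from the data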; note: values of inactives mirror those of a sister screen read the other way
Target sequence (P11712 whole entry, looked up): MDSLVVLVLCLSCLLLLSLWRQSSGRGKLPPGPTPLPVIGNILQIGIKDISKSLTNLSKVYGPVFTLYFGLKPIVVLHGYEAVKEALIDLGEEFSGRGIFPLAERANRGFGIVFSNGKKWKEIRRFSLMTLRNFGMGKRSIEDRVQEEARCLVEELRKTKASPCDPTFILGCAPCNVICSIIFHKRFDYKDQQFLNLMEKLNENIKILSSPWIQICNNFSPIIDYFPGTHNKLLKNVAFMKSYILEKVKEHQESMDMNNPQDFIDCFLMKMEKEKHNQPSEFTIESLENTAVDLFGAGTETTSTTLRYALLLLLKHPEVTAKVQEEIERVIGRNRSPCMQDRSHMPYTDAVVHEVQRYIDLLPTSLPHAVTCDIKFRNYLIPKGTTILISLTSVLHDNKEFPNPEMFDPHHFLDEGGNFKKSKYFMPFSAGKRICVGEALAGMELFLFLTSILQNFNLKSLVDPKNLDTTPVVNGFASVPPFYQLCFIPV
Rev-RRE block: disrupts HIV-1 Rev binding to RRE RNA | Rev peptide-RRE RNA binding, FRET | inhibition, % at 8 µM | 0.79% of 97,000 active | AID 704;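 active = inhibition above the screen-wide mean plus 3 SD, cut at about 35% in these data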;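 note: 0% = median DMSO wells and 100% = median Neomycin B control wells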
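Test system – labelled RRE RNA duplex and labelled Rev peptide · Reagent – labelled Rev peptide · Doses – one concentration, 8 µM nominal · Incubation – 5 + 15 min at 25 °C · Signal – FRET fluorescence readout · Read-out basis – % inhibition of FRET ratio versus controls · Control set – DMSO wells as 0% and neomycin B wells as 100% inhibition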
EphB4 ephrin blk: antagonists of human EphB4-ephrin-B2 interaction | inhibition, % at 7 µM | P54760 | AID 720 | 0.15% of 97,000 active | EphB4 LBD / TNYL-RAW-Alexa532 peptide, fluorescence polarization;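 active = inhibition above the screen-wide mean inhibition plus 3 SD, cut at about 15% in these data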;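 note: 0% = DMSO wells and 100% = excess unlabeled TNYL-RAW peptide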
PLK1 inh: blocks human PLK1 kinase activity | P53350 | inhibition, % at 10 µM | recombinant PLK1 kinase, TR-FRET peptide phosphorylation | 0.53% of 97,000 active;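 active = inhibition of 50% or more in the single-concentration screen; inactive = inhibition below 50%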;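 note: 0% = DMSO max control and 100% = H-89 dihydrochloride min control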
Candida biofilm: kills Candida albicans biofilms | AID 834 | inhibition, % at 6 µM | C. albicans biofilm + clotrimazole, Alamar Blue | 0.14% of 85,000 active;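 active = inhibition above 20%; inactive = inhibition below 20%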;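 note: preformed 24 hr biofilms exposed to compound for 48 hr; 0% = biofilm without compound and 100% = blank killed by clotrimazole plus chlorhexidine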
CYP2C9 activ: activators of human CYP2C9; 1.4% of 96,000 active; activation factor at 5 µM; recombinant CYP2C9, luciferin-H conversion, luminescence; stronger effect = higher value; factor 1 = untreated enzyme, 0 = blocked; P11712;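 active = activation factor of 2 or more for CYP2C9 at a 5 µM dose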;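 note: 0 = sulfaphenazole-blocked wells and 1 = vehicle-only wells; values of inactives mirror those of a sister screen read the other way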
PTPN22 inh 2: blocks human PTPN22 phosphatase activity | recombinant LYP catalytic domain, DiFMUP fluorescence | inhibition, % at 2 µM | 0.21% of 96,000 active | AID 640;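 active = inhibition at 2 µM at or above a set limit, the screen mean plus 3 SD, cut at about 24% in these data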;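 note: 0% = DMSO with enzyme and 100% = enzyme fully blocked by orthovanadate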
PTPN22 act: LYP (human) phosphatase activation; activation, % at 2 µM; recombinant LYP, DiFMUP fluorescence; 0 = plate median, 100 = signal doubled; AID 697; 0.11% of 96,000 active; Q9Y2R2;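 active = activation at 2 µM above a set limit, the mean plus 5 SD, cut at about 37% in these data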
An asterisk follows results filed as active; . = no result given.

SMILES	Plk1 PBD FP	CYP2C9 inh	Rev-RRE block	EphB4 ephrin blk	PLK1 inh	Candida biofilm	CYP2C9 activ	PTPN22 inh 2	PTPN22 act
CCCCCOc1ccc(CSC(=N)N)cc1[N+](=O)[O-]	-11.3	30.4	-0.4	-5.2	7.9	.	0.7	9.2	-6.0
O=c1[nH][nH]c(C(F)(F)F)c1C=Nc1ccccc1Cl	-19.2	-4.4	9.2	4.4	-13.9	.	1	7.7	-3.9
CCCN1CCN(C(=O)c2cccc3c2C(=O)N(CCOC)C3)CC1	9.8	-16.1	5.2	-3.8	-2.6	-4.0	1.2	-8.5	4.5
COc1ccc2c(c1)C1=NN(/C(C)=C\C(C)=O)C(c3ccccc3)C1CC2 (stereo not drawn)	-9.3	.	11.1	-5.1	-18.6	6.5	.	3.1	-6.5
COC(=O)c1ccccc1NC(=O)Cn1ccnc1	2.6	83.6*	10.2	1.7	-14.0	7.6	0.2	-0.7	0.1
CC(=O)c1c(C)[nH]c(C(=O)Nc2ccc(C)cn2)c1C	-29.6	8.7	-0.7	2.4	-7.0	.	0.9	9.2	-9.5
CCc1c(C)nc(SCCOc2ccc(OC)cc2)[nH]c1=O	3.4	62.2*	0.3	-0.4	-9.6	4.2	0.4	0.7	-3.4
CC(=O)OCc1c(C(F)(F)F)nn(C)c1SCc1ccc(Cl)cc1	-6.9	62.4*	21.9	6.8	-12.4	6.8	0.4	4.7	-4.1
CCOC(=O)Cn1c2c(c(=N)c3c1CCC3)CCC2	-3.5	-0.5	1.9	-0.6	-2.2	8.5	1	2.2	1.9
O=C(Cc1cccs1)N1CCCC(c2nc(-c3ccc(S(=O)(=O)N4CCCC4)cc3)no2)C1 (stereo not drawn)	19.7	47.8	1.6	6.7	1.7	5.0	0.5	-5.3	3.2
Cc1ccc2c([N+](=O)[O-])c(C)ccc2n1	-6.6	2.8	5.5	5.1	-3.5	.	1	6.7	-4.5
c1ccc(-c2nnc(CSc3nnc(-c4ccncc4)n3Cc3ccco3)o2)cc1	-14.0	70.6*	6.9	-1.9	-7.7	10.1	0.3	-30.3	35.8
Nc1ccccc1-c1nnc(SCc2ccccc2Cl)[nH]c1=O	10.2	87.6*	-3.5	-0.3	-32.0	1.0	0.1	2.6	-5.2
COc1ccccc1NC(=O)C(=O)NCC1COc2ccccc2O1 (stereo not drawn)	-33.5	-45.7	3.0	0.6	-4.2	.	1.5	5.8	-0.6
COc1ccc(S(=O)(=O)N2CCC(C(=O)N3CCc4ccccc4C3)CC2)cc1Cl	11.8	28.5	12.1	0.6	-10.1	3.8	0.7	-3.3	5.3

4 structures already listed, ordered by heavy-atom count, low to high:
SMILES	Plk1 PBD FP	CYP2C9 inh	Rev-RRE block	EphB4 ephrin blk	PLK1 inh	Candida biofilm	CYP2C9 activ	PTPN22 inh 2	PTPN22 act
CC(=O)c1c(C)[nH]c(C(=O)Nc2ccc(C)cn2)c1C	-29.6	8.7	-0.7	2.4	-7.0	.	0.9	9.2	-9.5
CCc1c(C)nc(SCCOc2ccc(OC)cc2)[nH]c1=O	3.4	62.2*	0.3	-0.4	-9.6	4.2	0.4	0.7	-3.4
CC(=O)OCc1c(C(F)(F)F)nn(C)c1SCc1ccc(Cl)cc1	-6.9	62.4*	21.9	6.8	-12.4	6.8	0.4	4.7	-4.1
COc1ccc2c(c1)C1=NN(/C(C)=C\C(C)=O)C(c3ccccc3)C1CC2 (stereo not drawn)	-9.3	.	11.1	-5.1	-18.6	6.5	.	3.1	-6.5

Other structures follow.
SMILES	Plk1 PBD FP	CYP2C9 inh	Rev-RRE block	EphB4 ephrin blk	PLK1 inh	Candida biofilm	CYP2C9 activ	PTPN22 inh 2	PTPN22 act
CCN(CC)c1ccc(NC(=O)c2cc3ccccc3o2)c(C)c1	-9.9	-50.1	-1.4	2.1	-10.0	4.3	1.5	-4.1	1.0
Cc1c(C(=O)Nc2ccc(N3CCOCC3)cc2)oc2ccccc12	-21.6	-15.1	-4.6	-8.4	-2.5	-0.1	1.2	3.0	0.3
COc1ccc(NC(=O)C2CCCCN2CC(=O)OCc2ccccc2)cc1OC (stereo not drawn)	-14.5	62.5*	3.9	-0.5	5.5	7.2	0.4	-9.4	8.6
O=C(CCc1ccc(S(=O)(=O)NC2CCCCC2)cc1)NCc1ccccc1	10.4	86.2*	2.0	-3.9	-7.3	.	0.1	5.0	-5.1
O=C(Nc1cccc2ncccc12)c1ccc(-c2ccc(Cl)cc2Cl)o1	-27.5	5.6	-0.3	5.7	-13.9	.	0.9	9.8	-6.2
COCCNC(=O)c1c[nH]c2ccc(S(=O)(=O)N3CCC4(CC3)OCCO4)cc2c1=O	-12.0	19.8	0.1	-5.4	14.2	5.6	0.8	-6.8	3.2
CC(C)c1ccc(-c2noc(C3CCCN(S(C)(=O)=O)C3)n2)cc1 (stereo not drawn)	-12.6	52.2*	15.3	-1.0	-22.0	2.9	0.5	9.2	-11.7
Cc1cc(NC(=O)COC(=O)[C@H](C)NC(=O)c2ccccc2)no1	22.4	6.7	-0.3	-10.8	-5.4	6.3	0.9	-3.1	2.9
CCOC(=O)CN(Cc1ccccc1)S(=O)(=O)c1ccc(NC(C)=O)cc1	-14.8	-4.8	4.5	-0.6	-8.3	.	1	1.9	-4.1
CC(=O)Oc1ccc(N2C(=O)CCC2=O)cc1	20.6	-6.5	3.7	-5.0	-11.9	7.8	1.1	6.4	-8.3
Clc1ccccc1-c1nn2c(Cn3cnc4ccccc43)nnc2s1	-2.2	25.1	7.6	1.4	16.0	5.0	0.7	-11.9	9.2
O=C(CS(=O)(=O)c1c[nH]c2ccccc12)N1CCCCC1	-35.9	-10.1	7.0	-3.5	-5.6	6.9	1.1	3.7	-5.8
CCCNC(=O)NC(=O)CSc1nnc(C)n1N	4.0	-24.4	8.5	-1.1	-8.5	0.2	1.2	-10.0	11.3
COc1cc2c(cc1OC)CN(C(=O)c1cc3ccccc3oc1=O)CC2	18.2	-49.1	0.3	-15.7	-3.0	8.5	1.5	-10.2	8.6
COCCCNC(=O)c1ccc2c(=O)n(C3CCCC3)c(=S)[nH]c2c1	1.6	-7.2	0.3	8.3	-8.1	1.0	1.1	-1.0	-1.2
COc1ccc(CCN2C(=O)C3CC=C(C)CC3C2=O)cc1OC (stereo not drawn)	-15.5	.	2.8	2.2	-10.2	1.9	.	3.1	-3.2
CC(C)C(c1nnnn1C1CCCCC1)N1CCc2ccccc2C1 (stereo not drawn)	-6.1	7.9	-2.9	1.4	-11.3	9.3	0.9	-1.1	5.3
Cc1ccc(OCC(=O)Nc2ccc(N3CCOCC3)cc2)cc1	39.2*	4.1	1.0	-4.2	-8.1	11.0	1	-6.1	2.6
CC(C)(C)NC(=S)Nc1ccc(Nc2ccccc2)cc1	-13.8	54.3*	-4.7	-9.7	-16.1	2.1	0.5	-8.1	14.0
O=C(COC(=O)c1cc(-c2ccco2)nc2ccccc12)NCc1ccccc1	11.4	61.3*	33.7	7.9	-17.2	.	0.4	-2.5	2.1
Cc1ccc(N(CC(=O)Nc2ccc(F)cc2)S(=O)(=O)N2CCCC2)cc1	9.1	62.1*	10.7	5.6	-7.7	.	0.4	-6.9	3.2
O=C(Cn1c(=O)sc2ccccc21)Nc1ccc2c(c1)OCCO2	17.0	7.0	-0.7	-12.0	-1.3	4.6	0.9	4.2	-6.8
C=CCN1/C(=C(\C#N)C2=NS(=O)(=O)c3ccccc32)N(C)c2ccccc21	-1.7	35.9	6.3	-1.5	-14.8	.	0.6	4.3	-4.4
CCN1CCN(c2ccc(NC(=O)CCc3c(C)nc4c(-c5ccccc5)c(C)nn4c3C)cc2)CC1	8.7	27.7	4.5	-2.1	-0.7	.	0.7	3.7	-3.7
C/C(=N/Oc1nc(C)cc(C)n1)c1ccccc1	-14.2	8.3	4.7	-0.8	-2.2	1.6	0.9	3.3	-2.4
Cc1cc(C)c(S(=O)(=O)c2ccccc2C)c(SCC(C)C)n1	-24.9	20.1	14.8	-1.6	-6.6	.	0.8	6.7	-2.8
NC1=NC(c2cccc(O)c2)n2c(nc3ccccc32)N1 (stereo not drawn)	40.8	3.3	4.9	-1.8	14.2	7.1	1	6.7	-9.3
COc1cc2c(cc1NC(=S)Nc1cccc(C(F)(F)F)c1)oc1ccccc12	-14.0	79.2*	3.7	1.3	11.7	-0.8	0.2	-0.9	2.5
Cc1noc2ncnc(Sc3c(Cl)cccc3Cl)c12	9.5	52.1*	2.8	-9.8	-8.9	-0.4	0.5	-2.8	3.2
Cc1cc(=O)c2cc(Cl)ccc2[nH]1	31.0	.	4.1	4.3	-3.7	3.3	.	-2.7	2.0
Cn1nnnc1SCCNCc1cccc2ccccc12	-3.3	15.4	6.2	-10.0	26.1	13.6	0.8	11.1	-12.1
S=C(Nc1ccc2c(c1)OCO2)NC1CCN(Cc2ccccc2)CC1	1.7	5.3	6.9	0.7	4.9	-4.5	0.9	1.4	0.4
O=C(CSc1ccccn1)N1CCN(c2ccccc2)CC1	-20.2	44.8	4.9	9.2	-9.6	8.6	0.6	3.7	-4.7
CC(C)CC1NC(=O)N(CC(=O)N2CCN(S(=O)(=O)c3ccc(Cl)cc3)CC2)C1=O (stereo not drawn)	17.2	9.5	4.7	3.3	1.2	4.8	0.9	-32.5	26.6
CC(=O)c1ccc(NC(=O)c2cc(CC(C)C)on2)cc1	10.3	22.0	0.7	4.0	-6.1	5.6	0.8	-2.0	0.9
O=C(CN(Cc1ccccc1)S(=O)(=O)c1ccccc1)NC1CC1	15.8	.	3.6	1.8	-12.1	-2.9	.	11.3	-11.1
CCOC(=O)C1=C(C)N=C2c3ccccc3C(=O)C2C1c1ccc(C)cc1 (stereo not drawn)	23.7	68.8*	3.0	4.5	-7.4	.	0.3	8.4	-3.6
Cc1cccc(-c2onc3ccc(C4(C)OCCO4)cc23)c1	2.5	93.4*	14.9	-1.0	-1.0	6.5	0.1	4.3	-3.4
O=C(Nc1ccccc1C(F)(F)F)c1cc(S(=O)(=O)N2CCC3(CC2)OCCO3)ccc1F	-14.2	18.5	9.2	-0.2	-16.3	9.8	0.8	-3.7	2.2
O=C(O)Cn1c(SCc2cccc3ccccc23)nc2ccccc21	7.9	36.2	-1.2	-7.0	-12.1	0.8	0.6	-0.3	0.2
C=C(C)c1cccc(C(C)(C)NC(=O)Nc2ccc3[nH]c(=O)[nH]c3c2)c1	-18.2	8.7	8.0	6.4	-1.0	12.1	0.9	-3.7	3.8
CC(C(=O)N1CCCc2ccccc21)N1CCN(S(=O)(=O)c2ccccc2F)CC1 (stereo not drawn)	13.3	32.3	11.3	-0.5	-3.5	4.0	0.7	1.5	1.5
CCCCC(=O)Nc1cc(OCC)c(NC(=O)c2ccccc2[N+](=O)[O-])cc1OCC	8.7	-6.3	7.5	1.3	-8.1	.	1.1	7.6	-4.5
COc1ccc(-c2oc3ncn4nc(COc5ccccc5)nc4c3c2-c2ccc(OC)cc2)cc1	-15.9	27.8	9.2	1.0	-9.9	-1.9	0.7	5.4	-1.6
CCOC(=O)c1c(CN2CCOCC2)n(-c2ccccc2)c2cc(Br)c(O)c(CN(C)C)c12	-11.3	37.8	3.4	3.3	-8.0	1.4	0.6	-3.3	3.2
O=C1c2ccccc2CC1Sc1nnc(-c2ccncc2)o1 (stereo not drawn)	-35.5	87.2*	9.4	0.8	-0.3	-3.9	0.1	12.5	-14.0
CCCc1cc(Nc2cccc(OCC)c2)n2ncnc2n1	0.9	47.9	0.8	-4.9	-4.1	5.0	0.5	10.5	-10.0
COc1cc(NC(=O)c2ccccc2)c(OC)cc1NC(=O)CN1CCOCC1	-2.6	16.4	3.5	0.9	-11.4	-0.8	0.8	-7.4	8.1
O=C(O)c1cccc(N2CCCC2)c1	-14.6	2.1	5.9	-1.6	-9.2	6.8	1	-3.6	6.2
CS(=O)(=O)N1CCC(C(=O)NCc2ccco2)CC1	3.7	-20.4	9.4	-11.1	-6.6	7.2	1.2	-3.3	2.6
